Screening data deposited in PubChem by National Center for Advancing Translational Sciences (NCATS).
CBFb RUNX1 block: inhibitors of human CBF-beta and RUNX1 interaction; Potency, µM (titrated, usually from 59.8 µM), without a hit: at the highest dose activity, negative = inhibition, most hits filed as inhibitors; AlphaScreen CBFb-His/RUNX1-biotin binding, biochemical; 230,000 tested, under 10 active; AID 1477; Q01196+Q13951; further: % of control where 0% means no effect
Target sequence (Q01196 whole entry, looked up): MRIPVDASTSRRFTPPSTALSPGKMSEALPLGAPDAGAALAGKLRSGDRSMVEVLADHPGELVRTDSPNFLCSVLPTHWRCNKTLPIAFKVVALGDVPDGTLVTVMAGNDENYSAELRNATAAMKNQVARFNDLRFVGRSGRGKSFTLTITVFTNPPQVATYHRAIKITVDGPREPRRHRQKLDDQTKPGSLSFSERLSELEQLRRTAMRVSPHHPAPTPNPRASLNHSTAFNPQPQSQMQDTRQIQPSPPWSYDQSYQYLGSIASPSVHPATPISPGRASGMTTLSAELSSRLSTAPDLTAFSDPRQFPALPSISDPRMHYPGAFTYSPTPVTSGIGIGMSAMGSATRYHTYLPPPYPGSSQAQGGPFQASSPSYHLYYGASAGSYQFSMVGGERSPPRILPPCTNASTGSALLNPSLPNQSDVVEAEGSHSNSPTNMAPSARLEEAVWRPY
Target sequence (Q13951 whole entry, looked up): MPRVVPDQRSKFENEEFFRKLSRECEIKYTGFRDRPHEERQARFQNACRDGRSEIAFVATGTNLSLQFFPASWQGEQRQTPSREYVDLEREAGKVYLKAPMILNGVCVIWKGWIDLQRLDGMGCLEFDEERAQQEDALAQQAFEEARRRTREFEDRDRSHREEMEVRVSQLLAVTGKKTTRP
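Proteins preincubated together for 20 min at RT before compound addition; 15 min later, nickel and streptavidin beads were added and left 90 min prior to AlphaScreen measurement.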
LMNA splice mod: LMNA splicing modulation; HeLa LMNA splicing GFP/RFP minigene ratio, 48 h; Potency, µM (top dose mostly 46.1 µM), for inactives: top-dose ratio change, negative = inhibition, actives largely listed as inhibitors; 200,000 tested, 0.01% active; AID 1487; active means well fitted inhibition curve with a large enough effect in the signal ratio, with a control signal flat, not every such curve was filed as active; inconclusive means small, poorly fitted or top-dose-only effect, or effect the other way, or a change in a side signal; the % refers to the signal ratio; further: potency means the concentration at half of the fitted maximal effect; on the % scale 0 is the no-effect control and ±100 the full control effect
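S3 HeLa cells stably expressing lamin A-EGFP splicing minigene plus DsRed2, 600 cells/well, 48 h compound exposure at 37C. Laser-scanning cytometry; analysed as GFP (500-530 nm)/RFP (575-640 nm) total intensity ratio; 0.5% DMSO vehicle.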
HTT aggregate: reduces HttQ103-GFP aggregates in PC12 cells; Potency, µM (titrated, usually from 46.1 µM), inactives show at the top dose activity change, negative = inhibition, usual class: inhibitors; PC12 HttQ103-GFP aggregates, Acumen cytometry, 40 h; 220,000 tested, 1.1% active; AID 1688; further: potency means the concentration at half of the fitted maximal effect; on the % scale 0 is the no-effect control and ±100 the full control effect; nearly all actives have a fitted effect of over 60% in size
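Huntingtin Q103 exon 1–GFP aggregates in induced PC12 cells (100 nM tebufenozide) were quantified by cytometry from lysates, with compounds dosed in titration.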
IMPase Li cell: IMPase inhibition in cells with lithium potentiation. CHO-M1 cells, IP1 TR-FRET (IP-One), carbachol + lithium. Potency, µM (titrated, usually from 59.4 µM), inactives show at the highest dose activity, negative = IMPase inhibition, actives largely listed as inhibitors. 210,000 tested, 0.35% active;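 further: IP1 builds up when IMPase is blocked and the TR-FRET signal falls; potency means the concentration at half of the fitted maximal effect; plate controls were basal vehicle for no effect and high inhibitor control for full effect; nearly all actives have a fitted effect of over 50% in size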
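CHO-M1, 2000 cells/well, 16–30 h culture; cpd + low Li+, 30 min 37C; lysis with d2-IP1/Eu-anti-IP1 Ab, 10 min RT; TR-FRET 665/620 ratio and 620 channel; AC50 via Hill.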
Epigenetic derep: regulators of epigenetic silencing causing reporter derepression in mouse cells; murine LDR cells, GFP reporter derepression, 30 h; Potency, µM (series often up to 53.9 µM), for inactives: at the top dose GFP activation, actives largely listed as activators; 280,000 tested, 0.2% active; further: potency means the concentration at half of the fitted maximal effect; % of control where 0% means no effect; nearly all actives have a fitted effect of over 60% in size
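GFP-positive cell count by laser-scanning cytometry (objects 20–120 um) after 30 h, 37 C compound exposure of murine LDR cells; reporter is CMV-GFP integrated at a silenced locus, inducible by HDAC or DNMT inhibitors.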
NPSR antag: antagonists of human neuropeptide S receptor cAMP signaling; CHO-NPSR cells, cAMP TR-FRET, antagonist mode; Potency, µM (doses to about 38.3 µM), without a hit: top-dose activity change, negative = inhibition, hits mostly inhibitors; 220,000 tested, 1% active; AID 1461; further: potency means the concentration at half of the fitted maximal effect; on the % scale 0 is the no-effect control and ±100 the full control effect; nearly all actives have a fitted effect of over 50% in size; many of its hits are not listed in these tables
Target sequence (Q6W5P4 whole entry, looked up): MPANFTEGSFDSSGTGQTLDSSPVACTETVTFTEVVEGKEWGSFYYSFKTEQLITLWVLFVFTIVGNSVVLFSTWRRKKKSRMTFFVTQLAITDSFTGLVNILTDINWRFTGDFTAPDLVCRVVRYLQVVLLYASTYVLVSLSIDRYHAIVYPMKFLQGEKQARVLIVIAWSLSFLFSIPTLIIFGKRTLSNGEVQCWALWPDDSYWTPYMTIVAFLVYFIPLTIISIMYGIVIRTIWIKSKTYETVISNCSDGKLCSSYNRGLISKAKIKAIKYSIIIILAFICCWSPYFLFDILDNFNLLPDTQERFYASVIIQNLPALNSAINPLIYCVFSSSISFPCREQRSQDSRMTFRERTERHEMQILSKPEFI
Luc counter: Kinase-Glo luciferase inhibition (counter-screen). Potency, µM (top dose mostly 38.3 µM), without a hit: at the top dose activity change, negative = inhibition, most hits filed as inhibitors. Kinase-Glo luciferase, ATP luminescence, 8 min. Q27757. 200,000 tested, 0.28% active; further: potency means the concentration at half of the fitted maximal effect; on the % scale 0 is the no-effect control and ±100 the full control effect; nearly all actives have a fitted effect of over 60% in size
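Kinase-Glo luciferase light output from ATP and luciferin was measured with 10 uM ATP, within the enzyme's linear range. Buffer: 50 mM imidazole pH 7.2, 50 mM KCl, 7 mM MgCl2, 0.01% Tween 20, 0.05% BSA; luminescence read after 8 min at ambient temperature.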
* = called active by the depositor; [ ] = dose if it differs, or a comment. Unless noted, the call rests on the fitted dose curve; in most records, active means well fitted curve in the direction sought with a large enough effect; inconclusive means small, poorly fitted or top-dose-only effect, or another doubt; inactive means no such curve, though single readings can be large; an effect the other way counts as inactive or inconclusive. Some of the compounds tested; rates above refer to the full screens.

For Nc1[nH]nc2nc3ccccc3cc12 the results were CBFb RUNX1 block -3.3%, HTT aggregate -4.4%, IMPase Li cell 16.2%, Epigenetic derep -1.2%, NPSR antag -20.0% and Luc counter 0.8%.
For CN(c1ccc(C(=O)NCCSCc2ccccc2)cc1)S(=O)(=O)c1ccccc1 the results were CBFb RUNX1 block 6.6%, LMNA splice mod inconclusive, HTT aggregate inconclusive, IMPase Li cell 18.7%[38.3 µM], Epigenetic derep 2.9%, NPSR antag -17.1%[46.1 µM] and Luc counter 5.3%.
Screening COc1ccc(CCNc2nncc(=O)[nH]2)cc1OC returned CBFb RUNX1 block 2.4%, LMNA splice mod -1.3%, HTT aggregate -2.4%, IMPase Li cell 27.9%[38.3 µM], Epigenetic derep 2.8%, NPSR antag -1.2%[46.1 µM] and Luc counter 19.1%.
For CC(C)CSc1nnc(N)s1 the results were CBFb RUNX1 block 1.2%, LMNA splice mod 4.0%, HTT aggregate -2.1%[9.22 µM], IMPase Li cell -4.4%[38.3 µM], Epigenetic derep 7.6%, NPSR antag -6.5%[46.1 µM] and Luc counter 2.5%.
`N#C/C(=C/c1ccc(N2CCOCC2)c([N+](=O)[O-])c1)C(N)=O` gave CBFb RUNX1 block -2.3%, LMNA splice mod -5.0%, HTT aggregate 9.8%, IMPase Li cell 23.7%[38.3 µM], Epigenetic derep 0.8%, NPSR antag -5.3%[46.1 µM] and Luc counter -0.9%.
For CCC(=O)NCCCCCCCCCNC(=O)CC the results were CBFb RUNX1 block -2.8%, LMNA splice mod 11.8%, HTT aggregate 1.8%, IMPase Li cell 2.5%, Epigenetic derep -1.8%, NPSR antag 13.1% and Luc counter 0.8%.
`COc1cccc([C@@H]2Oc3ccc(OC)cc3C(=O)[C@H]2OC(=O)Nc2ccc(C)c(Br)c2)c1` gave CBFb RUNX1 block -5.5%, IMPase Li cell 15.9%, Epigenetic derep 1.1% and Luc counter -2.7%.
CSc1cccc(NC(=S)N(CCN(C)C)C(C)c2ccccn2)c1 (stereo not drawn) was read as CBFb RUNX1 block -3.7%, HTT aggregate 30.7%, IMPase Li cell 4.6%, Epigenetic derep -5.1%, NPSR antag -32.1% and Luc counter 2.8%.
Cn1sc(=O)c2cc(S(=O)(=O)NC3CC3)ccc21 was read as CBFb RUNX1 block 3.4%, LMNA splice mod 11.2µM*, HTT aggregate 0.9%[9.22 µM], Epigenetic derep 1.1% and NPSR antag -20.7%.
`CSc1nc2ccc3nc(NC(=O)C4COc5ccccc5O4)sc3c2s1` (stereo not drawn) gave CBFb RUNX1 block 9.9%, LMNA splice mod -1.5%, HTT aggregate -19.5%, IMPase Li cell 21.8%[38.3 µM], Epigenetic derep -0.8%, NPSR antag -14.1%[46.1 µM] and Luc counter 5.4%.
`COc1cccc(C2CC(c3cccs3)=NN2C(=S)Nc2ccccc2)c1OC` (stereo not drawn) gave CBFb RUNX1 block -18.7%, LMNA splice mod 21.1%, HTT aggregate 18.3%, IMPase Li cell -9.2%[38.3 µM], Epigenetic derep -1.2%, NPSR antag -25.5%[46.1 µM] and Luc counter -1.7%.
COc1ccc(-c2cc3ccccc3n2CC(O)CN2CCN(CCO)CC2)cc1 (stereo not drawn) was read as CBFb RUNX1 block 0.4%, LMNA splice mod 16.3%, HTT aggregate 20.2%, IMPase Li cell 2.6%[38.3 µM], Epigenetic derep 1.9%, NPSR antag 7.0%[46.1 µM] and Luc counter -5.1%.
`Cc1nc2ccccn2c1C(=O)c1ccccc1` gave CBFb RUNX1 block 0.8%, LMNA splice mod 0.6%, HTT aggregate -16.8%, IMPase Li cell 18.5%[38.3 µM], Epigenetic derep -1.0%, NPSR antag -2.4%[46.1 µM] and Luc counter 1.8%.
`COc1ccc(N(C)C(=O)c2cc3c(Cl)nc4ccccc4c3s2)cc1` gave CBFb RUNX1 block -3.2%, LMNA splice mod inconclusive, HTT aggregate 15.9%, IMPase Li cell 24.0%, Epigenetic derep -1.0%, NPSR antag -12.0% and Luc counter 3.0%.
Screening CC1C=CCC2C(=O)N(c3ccc(Cl)cc3O)C(=O)C12 (stereo not drawn) returned CBFb RUNX1 block 7.0%, LMNA splice mod inconclusive, HTT aggregate -3.5%, IMPase Li cell -2.9%, Epigenetic derep -2.0%, NPSR antag 7.7% and Luc counter -4.8%.
For CCc1c(O)nc(SCC(=O)NC(C)(C)C)n(-c2ccccc2)c1=O the results were CBFb RUNX1 block -1.9%, LMNA splice mod 8.9%, HTT aggregate 25.5%, IMPase Li cell -10.8%[38.3 µM], Epigenetic derep -1.5%, NPSR antag -7.8%[46.1 µM] and Luc counter -0.9%.
CCC(=O)Oc1c(S(=O)(=O)c2ccc(C)cc2)c(C)nn1C(C)(C)C was read as CBFb RUNX1 block 5.5%, LMNA splice mod inconclusive, HTT aggregate -6.1%, IMPase Li cell 2.8%[38.3 µM], Epigenetic derep -1.1%, NPSR antag -26.2%[46.1 µM] and Luc counter -0.4%.
`Cc1ccc2nc(NC(=O)/C=C/c3ccc4c(c3)OCO4)sc2c1` gave CBFb RUNX1 block -23.5%, LMNA splice mod 6.8%, HTT aggregate -0.9%, IMPase Li cell -16.4%, Epigenetic derep 0.2%, NPSR antag 13.4% and Luc counter -2.1%.
`CC(C)CNC(=O)C(=O)N/N=C/c1cccs1` gave CBFb RUNX1 block -0.4%, LMNA splice mod 1.2%, HTT aggregate -3.5%, IMPase Li cell -17.4%[38.3 µM], Epigenetic derep 0.0%, NPSR antag -1.3%[46.1 µM] and Luc counter -4.1%.
N#C/C(=C\c1ccc(Cl)cc1)c1nc(-c2ccco2)cs1 was read as CBFb RUNX1 block -2.4%, LMNA splice mod 2.8%, HTT aggregate -15.1%, IMPase Li cell 7.4%, Epigenetic derep 7.9%, NPSR antag -13.1%[46.1 µM] and Luc counter 2.2%.

Quoted from the entries so far, 4 compounds:
CCC(=O)Oc1c(S(=O)(=O)c2ccc(C)cc2)c(C)nn1C(C)(C)C was read as CBFb RUNX1 block 5.5%, LMNA splice mod inconclusive, HTT aggregate -6.1%, IMPase Li cell 2.8%[38.3 µM], Epigenetic derep -1.1%, NPSR antag -26.2%[46.1 µM] and Luc counter -0.4%.
`Cc1ccc2nc(NC(=O)/C=C/c3ccc4c(c3)OCO4)sc2c1` gave CBFb RUNX1 block -23.5%, LMNA splice mod 6.8%, HTT aggregate -0.9%, IMPase Li cell -16.4%, Epigenetic derep 0.2%, NPSR antag 13.4% and Luc counter -2.1%.
`CC(C)CNC(=O)C(=O)N/N=C/c1cccs1` gave CBFb RUNX1 block -0.4%, LMNA splice mod 1.2%, HTT aggregate -3.5%, IMPase Li cell -17.4%[38.3 µM], Epigenetic derep 0.0%, NPSR antag -1.3%[46.1 µM] and Luc counter -4.1%.
N#C/C(=C\c1ccc(Cl)cc1)c1nc(-c2ccco2)cs1 was read as CBFb RUNX1 block -2.4%, LMNA splice mod 2.8%, HTT aggregate -15.1%, IMPase Li cell 7.4%, Epigenetic derep 7.9%, NPSR antag -13.1%[46.1 µM] and Luc counter 2.2%.

Remaining list, next part
Screening CCOc1ccc(N=Nc2c(=O)[nH]n3c(=O)c4c([nH]c23)CCCC4)cc1 returned CBFb RUNX1 block -9.9%, LMNA splice mod -0.6%, HTT aggregate inconclusive, IMPase Li cell 6.8%, Epigenetic derep 0.1%, NPSR antag -31.3% and Luc counter -2.4%.
For CC1(N(O)C=C2C=CC(=O)C=C2)CCCCC1=O (stereo not drawn) the results were CBFb RUNX1 block 1.5%, HTT aggregate -6.6%[9.22 µM], Epigenetic derep -0.3% and NPSR antag 4.3%[7.67 µM].
`CCCNC(=O)c1cc2cc([N+](=O)[O-])ccc2s1` gave CBFb RUNX1 block 3.3%, HTT aggregate -17.1%, IMPase Li cell 3.0%, Epigenetic derep -3.6%, NPSR antag 4.5% and Luc counter 1.4%.
O=C(COc1ccccc1Cl)Nc1nc(-c2cccs2)cs1 was read as CBFb RUNX1 block 8.1%, LMNA splice mod inconclusive, HTT aggregate -6.8%, IMPase Li cell 6.2%[38.3 µM], Epigenetic derep -3.1%, NPSR antag inconclusive and Luc counter 6.5%.
`O=C(O)CCCCCNS(=O)(=O)c1cccc2c1C(=O)c1ccccc1C2=O` gave CBFb RUNX1 block 0.9%, LMNA splice mod inconclusive, HTT aggregate -3.5%, IMPase Li cell 2.8%, Epigenetic derep 2.1%, NPSR antag 15.1% and Luc counter 0.0%.
Fc1ccc2[nH]c3c(N4CCc5ccccc5C4)ncnc3c2c1 was read as CBFb RUNX1 block 0.4%, HTT aggregate 2.8%[9.22 µM], Epigenetic derep 4.9% and NPSR antag 56.5%.
For C=CCOc1nc(N(C)C)nc(N(C)C)n1 the results were CBFb RUNX1 block 3.0%, LMNA splice mod -5.6%, HTT aggregate 10.8%, IMPase Li cell -6.3%[38.3 µM], Epigenetic derep -2.8%, NPSR antag 2.8%[46.1 µM] and Luc counter 7.1%.
`O=C(CC(=O)NC1CCCCC1)N/N=C/c1ccccc1Cl` gave CBFb RUNX1 block -0.3%, LMNA splice mod -0.2%, HTT aggregate 11.3%, IMPase Li cell -0.8%, Epigenetic derep 0.0%, NPSR antag 16.5% and Luc counter -5.5%.
Screening COc1ccccc1N(/N=C1\Sc2ccccc2C1=O)C(C)=O returned CBFb RUNX1 block -18.6%, HTT aggregate -12.6%[9.22 µM], Epigenetic derep 0.0% and NPSR antag 7.6%.
Screening COc1cccc(-c2nnn(CCC(=O)O)n2)c1 returned CBFb RUNX1 block 9.2%, LMNA splice mod -1.5%, HTT aggregate -8.0%, IMPase Li cell -4.6%[38.3 µM], Epigenetic derep 0.7%, NPSR antag -8.4%[46.1 µM] and Luc counter 12.4%.
CCOC(=O)C1=C(C)NC(=O)C1CC(=O)O (stereo not drawn) was read as CBFb RUNX1 block -1.3%, LMNA splice mod -6.5%, HTT aggregate inconclusive, IMPase Li cell 1.5%, Epigenetic derep 1.1%, NPSR antag 17.4% and Luc counter 6.4%.
C=CCSc1nnc(NC(=O)c2cccc(S(=O)(=O)N(C)c3ccccc3)c2)s1 was read as CBFb RUNX1 block -4.8%, LMNA splice mod inconclusive, HTT aggregate 10µM*, IMPase Li cell 13.9%, Epigenetic derep 2.8%, NPSR antag -30.9% and Luc counter 3.8%.
For Cc1ccc(S(=O)(=O)N2CCC(=O)N([C@H](COCc3cccc(C)c3)Cc3ccccc3)CC2)cc1 the results were CBFb RUNX1 block 25.9%, IMPase Li cell 9.4%, Epigenetic derep 5.2%[40.7 µM] and Luc counter 1.5%[39.9 µM].
